# Sm TGR block = qHTS Assay for the Inhibitors of Schistosoma Mansoni Peroxiredoxins | Schistosoma mansoni thioredoxin glutathione reductase (TGR), Q962Y6 | purified TGR, DTNB reduction, TNB absorbance 405 nm | Potency, µM (highest dose often 114 µM), for the others: top-dose activity change, negative = inhibition, hits mostly inhibitors | hit rate 3% among 360,000 | AID 485364, 2010; further: potency means the concentration at half of the fitted maximal effect; nearly all actives have a fitted effect of over 60% in size
#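 First, TGR (20 nM dispensed) and NADPH were mixed with compound. Second, a 15 min room-temperature incubation followed. Third, further NADPH and then DTNB were added to start the reaction. Finally, TNB absorbance was monitored kinetically.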
# AmpC detergent = qHTS Inhibitors of AmpC Beta-Lactamase (assay with detergent). P00811. AmpC hydrolysis of nitrocefin, absorbance 480 nm, 0.01% Triton. Potency, µM (doses to about 114 µM), for inactives: at the top dose activity change, negative = inhibition, actives largely listed as inhibitors. hit rate 0.041% among 370,000. AID 485294, 2010;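 further: potency means the concentration at half of the fitted maximal effect; 0% = no-compound wells and -100% = no-enzyme wells; nearly all actives have a fitted effect of over 25% in size; some results filed as inactive show a strong effect at the top dose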
# Target sequence (P00811 whole entry, looked up): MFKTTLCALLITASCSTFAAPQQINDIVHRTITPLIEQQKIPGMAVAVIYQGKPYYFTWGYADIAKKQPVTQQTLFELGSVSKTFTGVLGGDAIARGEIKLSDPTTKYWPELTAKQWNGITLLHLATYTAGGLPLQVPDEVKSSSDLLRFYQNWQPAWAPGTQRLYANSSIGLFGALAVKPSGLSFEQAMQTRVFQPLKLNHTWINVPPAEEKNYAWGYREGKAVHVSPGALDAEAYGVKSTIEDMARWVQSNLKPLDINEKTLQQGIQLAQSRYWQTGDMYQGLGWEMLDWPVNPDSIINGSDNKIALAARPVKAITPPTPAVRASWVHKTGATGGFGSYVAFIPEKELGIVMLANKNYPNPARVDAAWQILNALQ
#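 20 mM phosphate pH 7.0 + 0.01% (detergent screen) or 0.0001% Triton X-100; 5.3 nM AmpC reagent; cpd preinc 15 min RT; nitrocefin (800 uM stock) to start; A480 q20 s × 4 min; Activity was normalised to no-enzyme and no-compound control wells.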
# HCV inh = qHTS Assay for Inhibitors of Hepatitis C Virus (HCV). Huh7.5.1 HCVcc-Cre infection, luciferase reporter, 44 h. Potency, µM (highest dose often 41.8 µM), for inactives: at the highest dose activity change, negative = inhibition, hits mostly inhibitors. hit rate 3.4% among 340,000. AID 651820, 2012; further: potency means the concentration at half of the fitted maximal effect
#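 After 44 h co-culture of compound, cells and HCVcc-Cre (~0.5 moi), substrate is added for 15 min at room temperature and luciferase measured over 15 sec. Cells were seeded at 1,000/well and pre-cultured 4 h.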
# HCMV antiviral = qHTS Assay for inhibitors of the human cytomegalovirus (HCMV) | HFF cells, HCMV-luciferase reporter, 72 h; stronger effect = lower value | activity change, negative = inhibition, % at 57.5 µM | hit rate 4.5% among 410,000; in the data active means activity change below about -60%; inconclusive means no clear call, values can overlap the other calls; inactive means above about -39%
#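 Cell-based, HFFs, 1000 cells/well, 16 h 37C; cpds in DMSO + HCMV-luc, MOI 1 PFU/cell; 72 h 37C; OneGlo luminescence after 5 min RT; norm. to buffer vs Salinomycin 10uM.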
# AMA1 RON2 block = qHTS for Inhibitors of AMA1-RON; Towards Development of Antimalarial Drug Lead: Primary Screen; AlphaScreen AMA1-biotinylated RON2 peptide binding; Potency, µM (top dose mostly 58.2 µM), without a hit: top-dose activity change, negative = inhibition, actives largely listed as inhibitors; hit rate 0.2% among 360,000; Plasmodium falciparum AMA1 (3D7) - RON2 peptide interaction;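 further: potency means the concentration at half of the fitted maximal effect; 0% = vehicle wells and -100% = peptide control; nearly all actives have a fitted effect of over 45% in size; some results filed as inactive show a strong effect at the top dose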
#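 AMA1 (3D7) with his tag at 25 nM final met compounds first, then biotinylated RON2 peptide at 25 nM; detection used donor plus acceptor beads, 10 µg/mL apiece, read by AlphaScreen after 30 min at room temperature.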
# FBPA Giardia inh = qHTS Assay for Inhibitors of Fructose-1,6-bisphosphate Aldolase from Giardia Lamblia | A8B2U2 | purified Giardia FBPA | Potency, µM (highest dose often 59.6 µM), for inactives: top-dose activity, negative = inhibition, usual class: inhibitors | hit rate 0.71% among 290,000; further: potency means the concentration at half of the fitted maximal effect; nearly all actives have a fitted effect of over 55% in size
# Target sequence (A8B2U2 whole entry, looked up): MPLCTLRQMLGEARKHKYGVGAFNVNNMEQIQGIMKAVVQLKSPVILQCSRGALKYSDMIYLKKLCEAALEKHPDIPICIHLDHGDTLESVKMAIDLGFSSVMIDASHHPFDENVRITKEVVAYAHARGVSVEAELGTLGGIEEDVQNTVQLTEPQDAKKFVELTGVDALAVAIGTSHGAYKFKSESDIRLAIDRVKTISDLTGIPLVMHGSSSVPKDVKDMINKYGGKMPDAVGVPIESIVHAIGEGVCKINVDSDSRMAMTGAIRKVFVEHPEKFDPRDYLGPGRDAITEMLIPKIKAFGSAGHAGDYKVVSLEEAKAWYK
#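 40 nM FBPA preincubated 10 min at RT with compound (up to 57.5 uM final), then substrate plus GAPDH/TPI/NAD/arsenate coupling and diaphorase/resazurin added. Fluorescence read after 20 min at RT, 525/598 nm.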
# * hit, by the source's call; ? = inconclusive; / = not tested or not shown; [ ] = another dose, or the depositor's remark. Unless noted, the call rests on the fitted dose curve; in most records, active means well fitted curve in the direction sought with a large enough effect; inconclusive means small, poorly fitted or top-dose-only effect, or another doubt; inactive means no such curve, though single readings can be large; an effect the other way counts as inactive or inconclusive. Unless noted, on the % scale 0 is the no-effect control and ±100 the full control effect.
SMILES | Sm TGR block | AmpC detergent | HCV inh | HCMV antiviral | AMA1 RON2 block | FBPA Giardia inh
Cc1cc(-c2nc3ncccc3o2)ccc1NC(=O)COc1ccccc1C | 12% | 0% | / | -9 | / | /
Cc1ccc(NC(=O)CSCC(=O)Nc2cccc(S(=O)(=O)N3CCCCCC3)c2)cc1 | -5% | -7% | 13µM* | -39 | 0% | /
Cc1ccccc1CSc1nc2cccnc2n1Cc1ccc(C(=O)NC2CC2)cc1 | 7% | 2% | / | -3 | / | /
O=C(Nc1c(F)cc(F)cc1Br)C1CCCO1 (stereo unspecified) | -23% | -4% | 9% | 26 | 5% | 0%
CC(=O)NC1=NN(C(C)=O)C(c2sccc2C)S1 (stereo unspecified) | 3% | ? | 17% | 15 | 5% | -18%
O=C(COC(=O)c1ccc(O)cc1)Nc1ccc(S(=O)(=O)N2CCCC2)cc1 | / | / | -21% | -13 | 24% | /
CCC(C)[C@H](NC(=O)OC(C)(C)C)C(=O)N/N=C/c1cccc2nccnc12 (stereo partly specified) | -21% | -1% | -7% | 51 | 88%[activator] | -17%
Cc1cccc2sc(NC(=O)CCn3cccc3)nc12 | 0% | 9% | -12% | 8 | -17% | -3%
Cc1c(C)c2c(cc(C)c3c(-c4ccccc4)coc32)oc1=O | 9% | 2% | / | 0 | / | /
Cc1ccc(C)c(N2CCN(C(=O)c3ccc4nsnc4c3)CC2)c1 | 5% | ? | ? | -25 | -3% | 1%
CC(C)N1C(=S)SC(C)(C)C1n1oc(=O)n(-c2ccc(Cl)c(Cl)c2)c1=O (stereo unspecified) | -1% | ? | ? | 4 | 1% | 6%
CC1CCN(C(=O)C(NS(=O)(=O)c2cccc3nsnc23)c2ccccc2)CC1 (stereo unspecified) | 0% | -4% | 15% | -2 | 21% | -1%
O=C1COc2ccc(-c3csc(=Nc4ccc(OC(F)F)cc4)n3CC3CCCO3)cc2N1 (stereo unspecified) | -11% | 1% | ? | -94* | -24% | -3%
Cc1ccc(-c2noc(-c3cccnc3NCc3ccc(Cl)cc3)n2)cc1 | 0% | 17% | / | 9 | / | /
Cc1ccc(C)c(N2CCN(C(=O)c3cc(S(=O)(=O)N4CCCCCC4)cn3C)CC2)c1 | -1% | -8% | / | 2 | / | /
COc1cccc(/C=N/NC(=O)CNC(=O)C(c2ccccc2)c2ccccc2)c1O | 4% | 1% | ? | 17 | 54%[activator] | -13%
O=C(OCc1ccccc1F)c1ccc2c(c1)OCCO2 | -1% | -3% | 0% | 28 | 16% | -2%
Cc1cccc(Oc2ccc(NS(=O)(=O)c3ccc(C)c(C(=O)O)c3)cc2)c1 | -9% | ? | 11% | 10 | -5% | /
Cc1cccc(C)c1NC(=O)CN(C)C(=O)CCC(=O)N1CCOCC1 | / | / | 28% | 16 | 23% | /
O=c1[nH]c(SCc2nc3ccccc3n2Cc2ccccc2)nc2ccccc12 | -3% | 1% | -4% | 36 | -6% | -22%

# One compound at a time (already shown). Values in the order: Sm TGR block, AmpC detergent, HCV inh, HCMV antiviral, AMA1 RON2 block, FBPA Giardia inh
# Listed for O=C(Nc1c(F)cc(F)cc1Br)C1CCCO1 (stereo unspecified) → -23%, -4%, 9%, 26, 5%, 0%
# Listed for Cc1ccc(NC(=O)CSCC(=O)Nc2cccc(S(=O)(=O)N3CCCCCC3)c2)cc1 → -5%, -7%, 13µM*, -39, 0%, /
# Listed for Cc1cc(-c2nc3ncccc3o2)ccc1NC(=O)COc1ccccc1C → 12%, 0%, /, -9, /, /
# Listed for Cc1c(C)c2c(cc(C)c3c(-c4ccccc4)coc32)oc1=O → 9%, 2%, /, 0, /, /

# (continued)
SMILES | Sm TGR block | AmpC detergent | HCV inh | HCMV antiviral | AMA1 RON2 block | FBPA Giardia inh
CC(Oc1ccccc1)c1ccnn1S(=O)(=O)c1ccccc1 (stereo unspecified) | 12% | -9% | 21% | 34 | -2% | 2%
C=CCN1C(=S)N[C@@H]2CS(=O)(=O)C[C@@H]21 | 2% | 6% | 11% | -12 | 25% | ?
CC(=O)Nc1nc2ccc(NC(=O)c3ccco3)cc2s1 | 0% | 8% | ? | 73 | 10% | -3%
CCOCCc1c(O)[nH]c(=S)[nH]c1=O | 7% | 3% | 13% | -9 | 0% | 6%
c1ccc(CCNc2ccc3nncn3n2)cc1 | -4% | ? | 9% | 16 | 7% | 1%
COc1cccc(NC(=O)CSc2nc(O)c(C)c(=O)n2-c2ccc(C)cc2)c1 | 1% | -15% | ? | -2 | -3% | 0%
COc1ccccc1N1CCN(C(=O)c2cn(CC(C)C)c(=O)c3c2c2ccccc2n3C)CC1 | 2% | 15% | / | -12 | / | /
Cc1ccc(NC2CCCN(C(=O)c3ccoc3C)C2)cc1C (stereo unspecified) | -29% | ? | -15% | 31 | -12% | /
CCOC(=O)N/N=C/c1cn(Cc2ccc(F)cc2)c2ccccc12 | 14% | 0% | -26% | 8 | -2% | 1%
Cc1ccc(C)c(NC(=O)C(c2ccccc2)N2CCN(CC(=O)NC3CC3)CC2)c1 (stereo unspecified) | -15% | ? | 20% | / | -5% | /
Cc1ccc(S(=O)(=O)NCC(=O)NCC(=O)N2CCN(c3ncccn3)CC2)cc1C | -1% | 8% | 2% | -3 | 0% | 9%
CCOC(=O)c1c(NC(=O)c2cc(C)on2)sc(C)c1C | -1% | 15% | / | 78 | / | /
NC(=O)C1CCN(C(=O)c2ccc(CS(=O)(=O)c3c(Cl)cccc3Cl)o2)CC1 | ? | ? | 0% | -14 | 3% | 7%
CNC(=O)OCc1cccc(COC(=O)NC)n1 | 10% | -17% | 17% | -12 | -6% | ?
CCC(=NCc1cccnc1)c1c(O)n(-c2ccc(C)cc2)c(=O)[nH]c1=O | 0% | 6% | 18% | -24 | 7% | 5%
COc1cccc(NC(=O)CSc2nnc(-c3ccco3)c(-c3ccco3)n2)c1 | 2.8µM* | -9% | ? | 48 | -22% | ?
O=C(NC(=S)Nc1ccc(C(F)(F)F)cc1)c1csnn1 | -15% | -1% | 4% | 4 | 102%[activator] | -4%
CN(CCOc1ccccc1)C(=O)c1ccc(OC2CCN(C(=O)C3CC3)CC2)cc1 | -23% | 2% | ? | ? | -1% | 8%
COc1ccccc1NC(=O)CSc1ncc2c(n1)-c1ccccc1N(Cc1ccccc1C)S2(=O)=O | 15% | -2% | / | 8 | / | /
O=C1C2C3C=CC(C4CC34)C2C(=O)N1CCCCN1CCN(c2ccc(F)cc2)CC1 (stereo unspecified) | / | / | ? | 31 | -19% | /
C[C@H](CO)N1C[C@H](C)[C@@H](CN(C)C(=O)NC2CCCCC2)Oc2c(NC(=O)c3ccncc3)cccc2C1=O | / | / | 7% | -10 | 13% | /
CCOc1ccc(C2=NNC(c3cccs3)=Nc3ccc(OCC)cc32)cc1 | -3% | -10% | / | / | / | -3%
CCCOP(=O)(c1ccc(N(C)C)cc1)C(Nc1ccccc1)c1ccc(C)cc1 (stereo unspecified) | 9% | 9% | ? | -5 | ? | -6%
CCOC(=O)N1CCC(N2CCN(S(=O)(=O)c3ccc4ccccc4c3)CC2)CC1 | 0% | 0% | / | 33 | ? | ?
COC(=O)COc1ccccc1/C=C1/NC(=O)NC1=O | 0% | -6% | -11% | -12 | 6%[11.6 µM] | 6%
CCC(C)c1ccccc1NC(=O)CN(C)CC(=O)Nc1ccccc1SC (stereo unspecified) | -3% | -12% | -24% | -38 | 108%[activator] | 2%
O=S(=O)(NCc1ccc2c(c1)OCO2)c1ccccc1F | 0% | 3% | 24% | 42 | -2% | 3%
Cc1ccc(NC(=O)N2CCCC2c2cccs2)cc1 (stereo unspecified) | 0% | 1% | 4% | -18 | -1% | -7%
COc1cc(OC)cc(-c2nnc(SCC(=O)N(C(C)C)C(C)C)o2)c1 | 14% | -2% | -9% | 55 | 1% | 12%
CN(C)C(CNC(=O)c1ccc([N+](=O)[O-])cc1Cl)c1ccco1 (stereo unspecified) | ? | -1% | ? | 21 | 0% | -4%
O=C(NCc1ccc(F)cc1)c1ccc(N2CCc3ccccc32)c([N+](=O)[O-])c1 | 4% | -3% | ? | ? | -29% | -9%
COC(=O)C1=C(C(=O)OC)SC(=C2C(=S)C(C)(C)N(C(=O)C(C)C)c3ccccc32)S1 | 0% | 6% | -7% | 9 | -14% | -10%
NS(=O)(=O)c1ccc(CNC(=O)c2ccc(Cl)c(S(=O)(=O)NCc3ccccc3)c2)cc1 | -17% | ? | ? | -39 | 0% | /
COc1cc(CNC2CCCC2)c(Br)cc1OCc1ccccc1 | / | -7% | 5.6µM* | -26 | -16% | -3%
CCN(c1ccccc1)c1nnc(NC(=O)Nc2cccc(C(F)(F)F)c2)s1 | 1% | 17% | / | -4 | / | /
CCCN(CC(=O)Nc1ccccc1C)C(=O)c1ccc2c(c1)S(=O)(=O)N=C1CCCCCN12 | -12% | 7% | 16% | 9 | 6% | /
COc1ccccc1N1C(=O)C2CC=CC(C)C2C1=O (stereo unspecified) | -3% | -3% | -8% | 19 | -2% | 0%
O=C(NCc1ccc2c(c1)OCO2)c1ccc(=O)[nH]c1 | -2% | -5% | 6% | -8 | 0% | 2%
CCOc1cc2[nH]c(=O)n(CCCN3CCN(c4ccc(OC)cc4)CC3)c(=O)c2cc1OCC | 0% | -1% | ? | ? | -15% | 0%
CC1CCN(C(=O)c2ccc(NC(=O)c3nsc4ccccc34)cc2)CC1 | 0% | -2% | / | 42 | / | /
CCc1nnc(NC(=O)Nc2ccc(OC)cc2)s1 | -24% | -1% | -6% | 131 | 2% | -1%
Cc1ccc(C)c(N2CCN(C(=O)Cn3c(C)c4cnn(-c5ccccc5)c(=O)c4c3C)CC2)c1 | -11% | -8% | / | ? | / | /
CCOC(=O)c1c(NC(=O)c2ccccc2Cl)sc2c1CCc1ccccc1-2 | 1% | ? | 7.9µM* | ? | 16% | -5%
COc1ccc(N2C(=O)/C(=C/c3cc(C)n(-c4ccc(C)cn4)c3C)C(=O)NC2=S)c(OC)c1 | ? | -2% | 10% | 27 | -3% | ?
O=C(CSc1nncs1)Nc1nnc(-c2ccccc2)o1 | 4% | -6% | 30% | 15 | -9% | /
Cc1ccc2nc(Cl)c(C3CC(c4cccs4)=NN3C(=O)CCC(=O)O)cc2c1 (stereo unspecified) | -9% | ? | -27% | ? | 3% | 12%
COc1ccc(Cl)cc1NC(=O)CN(C)C(=O)CCC(=O)c1cc(C)sc1C | -1% | -7% | -24% | -6 | -9% | /
COc1ccc(Nc2nc(-c3ccccc3)c(C(=O)Nc3cccnc3)s2)cc1 | 4% | 8% | -7% | ? | 1% | ?
Cc1cc(C)nc(-n2nc(C)cc2NC(=O)CNCc2ccccc2)n1 | 9% | -1% | 0% | 47 | 4% | ?
CCNC(=O)Nc1ccccc1C(=O)OC | / | 3% | 6% | -5 | -13% | 3%
C=C1[C@@H](OC(C)=O)[C@]23C[C@@H]1[C@@H](OC(C)=O)CC2[C@]12C4C[C@H]3[C@H]1N(CC)C[C@]4(C)CC[C@@H]2O (stereo partly specified) | / | / | 24% | 15 | 13% | /
